Screening results from PubChem BioAssay.
TRPC6 inh: blocks the mouse TRPC6 cation channel; Q61143; HEK293-TRPC6, membrane potential dye, ACh-evoked depolarization; active compounds read low; B-score at 10 µM; 310,000 compounds, 1.1% hits; AID 2553;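 active = B-score under library mean minus 3 SD, initial fluorescence not abnormally high, positive integrated signal ratio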;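 also: B-score derived from integrated fluorescence ratio over the kinetic read; more negative B-score means stronger inhibition of depolarization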
MrgX1 antagonist: blocks BAM8-22 activation of human MrgX1 receptor; Q96LB2; MRGX1-HEK293 calcium flux, Fluo-4, BAM8-22 antagonism; active compounds read low; B-score at 10 µM; 310,000 compounds, 1.3% hits; AID 588676;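 active = calcium-response B-score plate-corrected more than 3 library SD below zero, starting fluorescence within 5 deviations, no agonist response on first addition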;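 also: peak minus trough fluorescence over baseline after final BAM8-22 challenge near maximal dose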
Target sequence (Q96LB2 whole entry, looked up): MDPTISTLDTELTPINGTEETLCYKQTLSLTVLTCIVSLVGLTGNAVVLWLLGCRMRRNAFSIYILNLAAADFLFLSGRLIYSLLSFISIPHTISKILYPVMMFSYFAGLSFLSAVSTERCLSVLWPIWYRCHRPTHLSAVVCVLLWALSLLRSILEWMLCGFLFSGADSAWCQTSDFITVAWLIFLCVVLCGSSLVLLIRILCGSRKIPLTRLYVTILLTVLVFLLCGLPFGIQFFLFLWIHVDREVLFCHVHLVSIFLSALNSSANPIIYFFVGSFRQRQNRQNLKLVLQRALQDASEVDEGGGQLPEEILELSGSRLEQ
HIF activator: HIF pathway transcriptional activation; 300,000 compounds, 0.32% hits; activation, % at 7.5 µM (by protocol); AID 1910; U2OS HRE-luciferase reporter, luminescence; normalized: DMSO 0%, desferrioxamine 100%;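 active = mean activation of at least 10% of the iron chelator positive control signal, with at least half of replicates also reaching 10%; inconclusive = mean and replicate majority disagree about reaching 10%; inactive = mean and most replicates under 10%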
TRPC6 act: activators of mouse TRPC6 channel. HEK293-TRPC6 membrane potential dye fluorescence; active compounds read high. AID 2550. 310,000 compounds, 0.13% hits. B-score at 10 µM;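 active = B-score of the integrated fluorescence ratio above library mean plus 3 SD, and starting fluorescence ratio within library mean plus 5 SD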;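 also: higher score means more depolarization so channel activation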
TRPC4 agonist: activators of mouse TRPC4 channel | B-score at 10 µM | HEK293 TRPC4beta/mu-opioid, Fluo4 calcium fluorescence; active compounds read high | 310,000 compounds, 0.49% hits | Q9QUQ5;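 active = B-score above 5 SD of library B-scores, and initial fluorescence ratio not above library mean plus 5 SD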;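 also: positive B-score marks a calcium rise read as TRPC4 activation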
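Material: TRPC4beta and mu-opioid receptor HEK293 stable cells | Incubation: 45 min room-temperature Fluo4 loading, 110 s read | Detection: Kinetic Fluo4 calcium fluorescence | Measure: Integrated baseline-normalised fluorescence ratio, converted to per-well B score | Benchmarks: Low control buffer alone, high control maximal DAMGO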
AI-2 QS mod: modulates the Vibrio harveyi AI-2 quorum sensing system; Vibrio harveyi JMH597 AI-2 luminescence/OD600 ratio, 9 h; active compounds read low; strain lacks LuxN and CqsS sensors; 0 = neutral-control median; activity change, % at 7.5 µM; 300,000 compounds, 0.4% hits; AID 2094; in the data active = activity change below about -75%, passing the limit was not always enough; inconclusive = no clear call, values can overlap the other calls;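 also: luminescence divided by OD600 gain over 9 h not by final OD600 alone; inactives centre near 13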
TRPC4 inh: TRPC4 (mouse) channel inhibition; HEK293 TRPC4beta/mu-opioid, DAMGO-evoked Fluo4 calcium flux; active compounds read low; AID 2247; 300,000 compounds, 0.39% hits; B-score at 10 µM; Q9QUQ5;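 active = B-score over 3 SD under the library average, no early fluorescence shift, positive overall ratio signal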
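Signal: kinetic Fluo4 fluorescence imaging of calcium influx. Material: stable TRPC4beta/mu-opioid receptor HEK293 cells. Probe or stimulus: DAMGO in two steps, submaximal then maximal.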
TRPC4 PAM: allosteric potentiators of mouse TRPC4 channel. Q9QUQ5. HEK293 TRPC4beta/mu-opioid, DAMGO EC20, Fluo-4 Ca2+ flux; active compounds read high. B-score at 10 µM. 310,000 compounds, 0.42% hits;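 active = B-score of calcium response area above 5 SD of library B-scores, with initial fluorescence ratio within 5 SD of library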;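 also: B-score of integrated fluorescence ratio over time as area under calcium response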
MrgX1 agonist: human MrgX1 receptor agonism, primary screen; 310,000 compounds, 0.44% hits; MrgX1-HEK293 cells, Fluo-4 calcium fluorescence, agonist mode; active compounds read high; AID 588627; Q96LB2; B-score at 10 µM;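 active = calcium response B-score plate-corrected fluorescence ratio at least 3 library SD, with starting fluorescence B-score inside 5 SD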
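System – MrgX1-expressing HEK293 cells · Incubation – cells plated overnight, dye loaded 0.5 h 37 °C, 0.5 h room temperature · Technique – kinetic Fluo-4 NW fluorescence of intracellular calcium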
MrgX1 allo act: allosterically activates human MrgX1 receptor signaling; 310,000 compounds, 0.63% hits; MrgX1-HEK293, Fluo-4 calcium flux, FDSS; active compounds read high; B-score at 10 µM; AID 588675; Q96LB2;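 active = plate-corrected calcium response at least 3 library SD above typical, normal starting fluorescence, not activating the receptor alone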;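 also: compound read alongside a low EC10 to EC30 dose of BAM8-22 agonist; peak minus trough fluorescence over baseline measured at the second addition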
PolyA inhibitor: inhibitors of polyadenylation in S. cerevisiae; 300,000 compounds, 0.02% hits; calls only at 12 µM; S. cerevisiae SKY197-pL101 polyadenylation reporter, beta-gal luminescence; efflux-impaired pdr1/pdr3 knockout yeast; score 100 = 6 SD above DMSO;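 active = lowest replicate activity score at least 50, where 100 means six control SD above control mean; inconclusive = lowest score under 50 but half or more replicates reach 50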;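 also: yeast exposed to compound for 9 h at 30 °C; higher score means more reporter readthrough which indicates perturbed polyadenylation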
Active calls of the source: *; i = inactive; ? = inconclusive; . = not tested or not shown. Some of the compounds tested. The share of hits here may be higher or lower than overall.

SMILES | TRPC6 inh | MrgX1 antagonist | HIF activator | TRPC6 act | TRPC4 agonist | AI-2 QS mod | TRPC4 inh | TRPC4 PAM | MrgX1 agonist | MrgX1 allo act | PolyA inhibitor
COc1ccc(S(=O)(=O)N2CCCC2=O)cc1N(C)S(C)(=O)=O | i | i | -1.8 | i | i | 14 | i | i | i | i | i
CC(C)(C)NS(=O)(=O)c1cc2c3c(c1)CCN3C(=O)CC2 | i | i | -0.3 | i | i | -2 | i | i | i | i | i
Cc1ccc2cc3c(nc2c1)N(c1ccccc1)CC3 | i | i | -0.4 | i | i | 2 | i | i | i | i | i
NC(=NCCc1ccccc1)NS(=O)(=O)c1ccc2ccccc2c1 | i | i | -0.8 | i | i | 20 | i | i | i | i | i
COc1ccc(CCNC(=O)CCCn2ncn3c(cc4occc43)c2=O)c(OC)c1 | i | i | 0.0 | i | i | 6 | i | i | i | i | i
O=C(Nc1ccccc1)c1ccccc1OCC(O)CN1C(=O)c2ccccc2S1(=O)=O (stereo unspecified) | i | i | -0.5 | i | i | 13 | i | i | i | i | i
O=C(CN1CCN(S(=O)(=O)c2ccccc2)CC1)Nc1ccc2c(c1)OCO2 | i | i | -0.1 | i | i | -8 | i | i | i | i | i
COCCCNC(=O)c1cc(Nc2ccc(OC)cc2OC)nc2ccccc12 | i | i | -0.6 | i | i | 23 | i | i | i | i | i
COc1cc2c(cc1N/C=C(\C#N)c1nc(-c3ccccc3)cs1)oc1ccccc12 | i | i | 1.1 | i | i | 7 | i | i | i | i | i
O=S(=O)(NCCc1ccc(Cl)cc1)c1cccc2cccnc12 | i | i | 0.5 | i | i | 33 | i | i | i | i | .
O=C(O)CNc1nc(-c2ccccc2)c2cc([N+](=O)[O-])ccc2n1 | i | i | -1.0 | i | i | 24 | i | i | i | i | i
CC(C)(C)C1CCc2onc(C(=O)NCc3ccc(F)cc3)c2C1 (stereo unspecified) | i | i | -0.3 | i | i | 15 | i | i | i | i | .
Cc1ccc2c(cnn2C(=O)CCC(=O)N2CCCCC2)c1 | i | i | 0.2 | i | i | 17 | i | i | i | i | i
Cc1cccc(NC(=O)c2cccc(C(=O)Nc3cccc(C)n3)c2)n1 | i | i | 2.2 | i | i | 9 | i | i | i | i | i
Cc1c(NC(=O)COC(=O)c2ccc(Br)o2)c(=O)n(-c2ccccc2)n1C | i | i | -1.1 | i | i | -7 | i | i | i | i | i
CN(CC1CCOCC1)C(=O)CC1C(=O)NCCN1Cc1ccc(Cl)c(F)c1 (stereo unspecified) | i | i | 0.0 | i | i | 12 | i | i | i | i | i
O=C(c1cccc(C(F)(F)F)c1)N1CCC(=O)N(C(CO)Cc2ccccc2)CC1 (stereo unspecified) | i | i | -0.2 | i | i | -2 | i | i | i | i | i
CO/N=C(\C)c1ncc(C(F)(F)F)cc1N1CCOCC1 | i | i | -18 | i | i | 24 | i | i | i | i | i
C=CCn1c(SCC(=O)NC2CCS(=O)(=O)C2)nnc1-c1cc2c(s1)CCC(CC)C2 (stereo unspecified) | i | i | 2.0 | i | i | -2 | i | i | i | i | i
CCOc1cccc(C(=O)Nc2ccncc2)c1 | i | i | -0.2 | i | i | 25 | i | i | i | i | i
CCCC(=O)Nc1ccc(C(=O)Nc2nnc(COCC)s2)cc1 | i | i | 0.1 | i | i | 30 | i | i | i | i | i
O=C(N=C1SC2CS(=O)(=O)CC2N1c1ccc(OC(F)(F)F)cc1)C1CC1 (stereo unspecified) | i | i | 1.0 | i | i | 9 | i | i | i | i | i
O=C1C(Cl)=C(NCC2CCCO2)C(=O)N1Cc1ccccc1 (stereo unspecified) | i | i | -0.3 | i | i | 6 | i | i | i | i | i
CCN(CC)S(=O)(=O)c1ccc(OC(C)C)c(N)c1 | i | i | -0.6 | i | i | 14 | i | i | i | i | i
OCCN1CCN(CC(O)COc2ccc(-c3ccccc3)cc2)CC1 (stereo unspecified) | i | i | 0.7 | i | i | 14 | i | i | i | i | i
COc1ccccc1OCC(=O)Nc1ccc(S(=O)(=O)N2CCCC2)cc1 | i | i | 0.6 | i | i | ? | i | i | i | i | i
O=C(CCSc1ccccc1)NCCSc1ccccn1 | i | i | 0.3 | i | i | 37 | i | i | i | i | i
Cc1cc(Cl)ccc1NC(=O)CN1CCCC1 | i | i | -1.1 | i | i | 9 | i | i | i | i | i
Cc1ccc(Sc2ncccc2[N+](=O)[O-])cc1 | i | i | -2.0 | i | i | 3 | i | i | i | i | i
O=C(c1ccc(CS(=O)c2ccccc2Cl)o1)N1CCN(c2ccccc2)CC1 (stereo unspecified) | i | i | -0.9 | i | i | -5 | i | i | i | i | i
O=C(c1cc(S(=O)(=O)N2CCCC2)c(Cl)cc1Cl)N1CCCC1 | i | i | 0.0 | i | i | 17 | i | i | i | i | i
CCCCCCNC(=O)c1ccc(Br)o1 | i | i | 1.1 | i | i | 9 | i | i | i | i | i
CCOc1ccc(CCNC(=O)COC(=O)c2c(C)nn(-c3ccccc3)c2C)cc1OCC | i | i | 0.8 | i | i | 3 | i | i | i | i | i
CCOC(=O)C(NC(C)=O)(NS(=O)(=O)c1ccccc1)C(F)(F)F (stereo unspecified) | i | i | -1.2 | i | i | 11 | i | i | i | i | i
CCCCCCCC(=O)NC(Nc1ccccc1OC)C(Cl)(Cl)Cl (stereo unspecified) | i | i | . | i | i | 25 | i | i | i | i | i
CC(C)(C)Cc1nnc(NC(=O)CN2C(=O)c3ccccc3C2=O)s1 | i | i | -0.5 | i | i | 13 | i | i | i | i | i
OCCN(Cc1ccccc1)CC(O)COc1ccc2c(c1)OCO2 (stereo unspecified) | i | i | 0.0 | i | i | 3 | i | i | i | i | i
O=C(Nc1nnc(C2CC2)s1)C1COc2ccccc2O1 (stereo unspecified) | i | i | -2.0 | i | i | -1 | i | i | i | i | i
O=C(COC(=O)c1n[nH]c2ccccc12)c1cc(F)ccc1F | i | i | 0.1 | i | i | -11 | i | i | i | i | i
CCN(CC)c1ccc2cc(-c3nc4ccccc4[nH]3)c(=O)oc2c1 | i | i | 0.6 | i | i | 23 | i | i | i | i | i
O=C(c1ccco1)N1CCN(S(=O)(=O)c2ccc3c(c2)OCCO3)CC1 | i | i | 0.1 | i | i | 6 | i | i | i | i | i
c1ccc(Nc2ccnc(Nc3ccccc3)n2)cc1 | i | i | 2.8 | i | i | 12 | i | i | i | i | i
NS(=O)(=O)c1ccc(NN=C2CCN(Cc3ccccc3)CC2)c([N+](=O)[O-])c1 | -5.7* | i | 0.0 | i | i | 12 | i | 17* | i | i | i
Cc1ccc(NC(=O)CSc2n[nH]c(=O)n2C2CC2)cc1S(=O)(=O)N1CCOCC1 | i | i | 0.0 | i | i | 24 | i | i | i | i | i
Cc1cccc(-c2noc(CCC(=O)Nc3ccc(C(N)=O)cc3)n2)c1 | i | i | -1.3 | i | i | -1 | i | i | i | i | i
Cc1cccc(NC(=O)c2cc(NC(=O)C3CC=CCC3C(=O)O)ccc2N2CCOCC2)c1 (stereo unspecified) | i | i | -0.3 | i | i | 7 | i | i | i | i | i
Nc1nc(-c2ccc3c(c2)CCC(=O)N3)cs1 | i | i | -0.8 | i | i | 10 | i | i | i | i | i
O=C1C2CCCN2C(c2ccccc2)N1c1ccc(F)cc1 (stereo unspecified) | i | i | -0.2 | i | i | 0 | i | i | i | i | i
CC12CC3(C)CC(C)(C1)CC(C(=O)NCc1cccnc1)(C2)C3 | i | i | -10 | i | i | 11 | i | i | i | i | i
O=c1oc2ccccc2c2c1ncn2-c1ccccc1 | i | i | -0.6 | i | i | 18 | i | i | i | i | i
O=C(NCCC1=CCCCC1)c1ccc(F)c(S(=O)(=O)N2CCOCC2)c1 | i | i | 0.6 | i | i | 19 | i | i | i | i | i
O=P1(c2ccccc2)C=Cn2c1cc1c2CCCC1 (stereo unspecified) | i | i | . | i | i | 10 | i | i | i | i | i
CCOC(=O)c1nc(-c2ccccc2)oc1N1CCOCC1 | i | i | -0.3 | i | i | -4 | i | i | i | i | i
CN(C)CCCN(C(=O)c1ccc2ccccc2c1)c1nc2cc3c(cc2s1)OCO3 | i | i | -0.1 | i | i | 0 | i | i | i | i | i
CCOc1cc(C(=O)NC(C)CC)cc(OCC)c1OCC (stereo unspecified) | i | i | -0.1 | i | i | 10 | i | i | i | i | i
CSc1nc2nc3c(cn2n1)C(=O)CC(c1ccccc1)C3 (stereo unspecified) | i | i | 0.1 | i | i | 0 | i | i | i | i | i
COc1cccc(CNC(=O)c2c[nH]n3c(=O)c(Cl)c(C)nc23)c1 | i | i | 0.1 | i | i | 44 | i | i | i | i | i
Cc1ccc(S(=O)(=O)N2CCN(C(=O)Cn3nc(C(=O)O)c4ccccc4c3=O)CC2)cc1 | i | i | -0.5 | i | i | 6 | i | i | i | i | i
O=C(Nc1ccc2c(c1)OCO2)N1CCN(c2cccc(C(F)(F)F)c2)CC1 | i | i | 3.0 | i | i | 22 | i | i | i | i | i
CCOC(=O)N1CCC(N2Cc3cccc(C(=O)Nc4cc(F)ccc4F)c3C2=O)CC1 | i | i | -0.2 | i | i | 19 | i | i | i | i | i
COC(=O)c1sccc1NC(=O)CC1C(=O)NCCN1C(=O)c1ccc(F)cc1 (stereo unspecified) | i | i | 0.8 | i | i | 2 | i | i | i | i | i
COc1ccc(/C=N/OC/C(O)=C(\C#N)c2nc3ccccc3[nH]2)cc1OC | i | i | -0.1 | i | i | 24 | i | i | i | i | i
Cc1c(-c2ccccc2)oc2c(C(=O)N3CCN(c4ccccc4F)CC3)cccc2c1=O | i | i | 0.0 | i | i | -8 | i | i | i | i | i
